Mdm2 MdmX PPI = disrupts the human Mdm2-MdmX interaction; SaOS-2 split-luciferase Mdm2/MdmX complementation, luminescence; inhibition, % at 8 µM; 3% of 330,000 active; AID 485346; O15151+Q00987;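 active means inhibition of at least 50% at 8 µM in the primary screen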
NLRP3 yeast inh = NALP3 inhibition in yeast; Yeast reconstituted NLRP3/ASC/caspase-1, beta-gal luminescence, 24 h; inhibition, % at 10 µM; 0.39% of 330,000 active; AID 2825;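 active means inhibition of 50% or more; inactive means inhibition below 50%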;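 further: plate controls were induced DMSO wells for no effect and uninduced yeast grown without galactose for full effect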
TIM10 inh = TIM10 yeast growth inhibition; 1.4% of 330,000 active; inhibition, % at 10 µM; S. cerevisiae TIM10 strain growth, BacTiter-Glo luminescence, 24 h;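 active means inhibition of 40% or more at the single tested concentration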;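 further: wild-type TIM10 isogenic control strain grown at permissive 25 °C; 0% = DMSO yeast wells and 100% = minimal medium wells without yeast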
GRIN3A LBD mod = modulates the human NR3A ligand-binding domain | 2.5% of 340,000 active | NR3A LBD differential scanning fluorimetry, Tm shift; 0% = protein alone, 100% = glycine-bound protein | Tm shift relative to glycine control, % at 25 µM;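 active means melting temperature shift of at least 10% of the positive control shift, at one fixed dose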
tim23-1 inh = inhibits growth of tim23-1 mutant yeast. S. cerevisiae tim23-1 growth, BacTiter-Glo luminescence, 24 h. inhibition, % at 20 µM. 1.3% of 330,000 active;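 active means growth inhibition of the mutant yeast at or above 50%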;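 further: temperature-sensitive mutant grown at 25 °C; plate controls were DMSO-treated mutant yeast for no effect and medium wells lacking yeast for full effect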
APJ ag = APJ receptor agonism | activation, % at 20 µM | 0.11% of 330,000 active | CHO-K1 APJ PathHunter beta-arrestin, luminescence; 0% DMSO wells, 100% apelin;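 active means activation more than six SD over the plate average, tested at 20 µM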;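 further: 0% = DMSO alone and 100% = apelin-13 at 10 nM; some results filed as inactive read as strong as hits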
Target sequence (P35414 whole entry, looked up): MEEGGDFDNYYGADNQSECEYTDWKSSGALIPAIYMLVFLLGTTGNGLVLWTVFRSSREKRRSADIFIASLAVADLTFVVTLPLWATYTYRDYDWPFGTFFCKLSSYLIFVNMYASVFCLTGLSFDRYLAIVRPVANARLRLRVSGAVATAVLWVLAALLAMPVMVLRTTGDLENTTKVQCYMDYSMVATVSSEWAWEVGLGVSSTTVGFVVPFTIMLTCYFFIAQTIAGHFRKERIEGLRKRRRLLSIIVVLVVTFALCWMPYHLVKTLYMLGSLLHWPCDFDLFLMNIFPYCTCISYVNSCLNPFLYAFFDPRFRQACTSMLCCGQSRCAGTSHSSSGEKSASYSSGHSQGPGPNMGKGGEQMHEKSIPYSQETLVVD
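Assay system: CHO-K1 cells stably expressing ProLink-tagged human APJ and arrestin–beta-gal acceptor. Compound dosing: 20 µM single point, 1% DMSO. Times: 16-18 h seeding, 90 min dark compound exposure, 60 min detection. Detection: beta-gal luminescence. Evaluation: APJ–arrestin association signal. Controls: negative DMSO alone, positive Apelin-13 at 10 nM.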
tim10-1 inh = growth inhibitors of tim10-1 mutant yeast. inhibition, % at 20 µM. S. cerevisiae tim10-1 ts strain growth, BacTiter-Glo, 24 h. AID 463190. 2.2% of 330,000 active;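 active means inhibition of at least 40%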;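 further: mutant grown at 25 °C; 0% = DMSO wells with yeast and 100% = wells holding no yeast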
UPR XBP1 act = adaptive UPR (XBP1) activation. CHO-XBP1 luciferase reporter, IRE1-XBP1 UPR activation, luminescence; percent of tunicamycin response, DMSO as zero. activation, % at 20 µM. 0.33% of 330,000 active. AID 463104;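 active means versus positive control, 20 µM dose yields 30% or more activation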;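 further: 100% = tunicamycin at 10 µg/mL and 0% = DMSO only wells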
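Material: CHO-XBP1 cells stably carrying IRE1-XBP1-driven luciferase reporter | Medium: F12 with 10% serum | Compound dosing: 20 µM single concentration, DMSO 1% | Incubation: Overnight seeding at 37 °C, 6 h compound treatment at 37 °C | Detection: Steady-Glo luminescence read | Read-out basis: % activation of reporter signal versus tunicamycin and DMSO controls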
CHOP UPR activ = activators of apoptotic arm of unfolded protein response (CHOP); CHO-CHOP luciferase reporter, UPR activation, luminescence; percent of tunicamycin response over DMSO baseline; activation, % at 10 µM; 0.34% of 330,000 active;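 active means at 10 µM dose, activation of 40% or more, normalized to positive control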;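 further: 100% = tunicamycin at 10 µg/mL and 0% = DMSO alone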
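Test system: CHO CHOP reporter cells. Input: 500 CHO-CHOP cells per well. Medium: F12 with 10% FBS. Technique: luciferase luminescence. Measure: percent activation relative to tunicamycin control. Dosing: 10 µM compound, 0.5% DMSO. Timing: 16-18 h cell attachment, then 6 h compound exposure, 37 °C.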
Active calls of the source: *. Compounds as they come; overall some 8.2% were active at least once.

canonical_smiles	Mdm2 MdmX PPI	NLRP3 yeast inh	TIM10 inh	GRIN3A LBD mod	tim23-1 inh	APJ ag	tim10-1 inh	UPR XBP1 act	CHOP UPR activ
O=C(NCCOc1ccc2ccccc2c1)c1cncc(Br)c1	38.9	-3.1	-15.8	0.8	-1.8	-1.3	-1.6	-1.1	-1.7
CCNC(=S)N/N=C/c1cn(Cc2ccccc2F)c2ccccc12	29.7	17.1	30.5	-0.7	18.0	-2.0	13.6	2.8	0.6
NS(=O)(=O)c1cc(C(=O)NCCc2ccccn2)ccc1Cl	12.3	6.6	-10.4	-1.0	-4.8	-1.6	-9.3	0.1	-0.1
COc1ccc(OC)c(NC(=O)c2ccc3c(=O)n(CCc4ccccc4)c(=S)[nH]c3c2)c1	46.4	12.6	5.8	14.9*	-6.3	-0.5	7.6	36.1*	46.4*
CCCNC(=O)COC(=O)/C=C/c1ccc(C)o1	8.5	-9.0	-1.7	0.8	6.7	-2.4	19.7	1.0	0.2
Cc1ccc2nc(-c3ccccc3NC(=O)CCC(=O)O)c(=O)[nH]c2c1	-14.8	15.6	2.9	1.3	9.4	-0.2	9.2	-4.3	3.3
COc1ccc(S(=O)(=O)N2CCN(C(=O)Cc3ccsc3)CC2)cc1	14.6	-6.8	6.1	-0.6	22.3	-1.5	15.6	-0.4	0.4
O=C1CCCc2sccc2N1	16.0	13.8	12.7	0.8	8.5	1.4	17.3	-0.7	-1.3
O=C1c2ccccc2C(=O)N1OCc1ccccc1[N+](=O)[O-]	-7.7	-3.8	8.5	-1.0	29.2	-2.5	8.5	-0.1	1.6
Cc1ccc(NC(=O)CN(C)S(=O)(=O)c2ccc(Cl)s2)c(O)c1	-2.8	22.3	-16.1	1.9	25.3	-1.7	-11.2	0.7	2.3
CCN(C(=O)COC(=O)c1ccc2c(c1)OCO2)c1c(N)n(Cc2ccccc2)c(=O)[nH]c1=O	17.8	5.1	-1.0	0.2	0.5	2.1	-0.6	-4.0	0.0
CC(=O)Nc1ccc(S(=O)(=O)N(C)c2ccc(OCC(=O)Nc3ccccc3C(C)=O)cc2)cc1	13.4	6.7	9.4	0.5	19.8	9.0	20.3	-0.7	0.7
CC1(C)CC(N2CCCC2)=CC(=[N+]2CCCC2)C1	19.4	-7.4	0.4	1.2	17.7	-2.1	2.8	-0.7	-0.9
COC(=O)[C@]1(Cc2ccccc2)N[C@H](CN(C)C(=O)c2ccccc2)[C@@H]2C(=O)N(C)C(=O)[C@@H]21	8.3	21.0	-7.2	-0.5	0.4	-2.4	-6.8	-0.6	-0.2
COCCCC1CCN(Cc2nc(-c3ccccc3)no2)CC1	-7.4	25.9	10.6	-2.2	12.3	-1.9	13.8	2.2	1.4
COCCn1c(C)cc(/C=N/NC(=O)c2cccnc2)c1C	11.8	23.3	4.9	0.8	6.1	-3.7	-2.1	1.6	2.6
Cc1cccc(NC(=O)c2cc(S(=O)(=O)N3CCc4ccccc43)cn2C)c1C	7.1	-2.0	-5.8	-1.2	-9.1	-1.6	-8.9	9.9	-1.1
COc1ccccc1N1CCN(C(=O)c2cc(=O)c3c(C)cc(C)cc3o2)CC1	15.8	-1.3	7.5	-1.1	42.0	0.5	38.8	-1.5	-1.0
COc1cc2c(cc1OC)CN(CC(=O)Nc1ccc(F)cc1F)CC2	4.5	10.9	5.0	-1.0	9.2	-2.7	5.4	-2.1	1.7
O=C1C=C(c2ccc3c(c2)oc2ccccc23)C[C@@H](c2ccc3c(c2)OCO3)C1	0.3	5.8	2.9	-3.1	-28.2	-5.6	-9.5	-3.3	-1.0
COc1ccc(-n2nnc3c(=O)n(CC(=O)Nc4ccc5c(c4)OCCO5)cnc32)cc1OC	79.9*	-0.7	6.0	7.0	7.5	-2.5	0.5	9.5	8.0
CN(C)CCCNC(=O)c1cc(Br)ccc1O	8.3	1.5	8.5	-0.9	4.6	1.3	-4.7	-0.9	1.9
COc1ccccc1C(=O)N/C(=N/c1nc(C)cc(C)n1)Nc1ccccc1	10.2	23.4	17.0	-0.2	49.3	-2.8	32.0	-0.4	0.5
COc1cc(NC(C)=O)c2ncccc2c1NC(C)=O	12.3	21.6	-2.6	-3.5	-4.3	-2.7	6.2	-3.1	0.0
O=C(Nc1ccc(F)cc1F)c1cc(-c2ccco2)on1	-13.1	45.4	10.6	2.0	14.5	-1.1	2.0	4.8	1.1
O=C(CN1CCN(c2ccccn2)CC1)N1CCc2ccccc21	1.6	-1.4	7.4	2.5	9.7	-3.8	22.8	7.9	2.7
COc1ccc(N2C(=O)c3ccccc3NC23CCCC3)cc1	3.1	17.5	-1.9	-3.3	-2.4	-2.9	-4.0	-0.6	7.7
Clc1ccc(COc2cccc(CNCc3ccncc3)c2)cc1	11.9	18.2	-29.9	-2.2	-8.0	2.8	-14.7	-1.9	0.6
CC1CCC/C(=N\NC(=O)COc2ccccc2Cl)C1 (stereo unspecified)	7.4	-12.0	7.3	2.5	0.4	-3.2	12.0	0.7	0.0
Cc1nc2nc(-c3ccc(Cl)cc3)cn2nc1C	-16.0	1.2	-4.6	-0.1	12.3	0.9	22.6	-7.7	-4.1

One compound at a time, as listed above.
Listed for COc1cc(NC(C)=O)c2ncccc2c1NC(C)=O = Mdm2 MdmX PPI: 12.3; NLRP3 yeast inh: 21.6; TIM10 inh: -2.6; GRIN3A LBD mod: -3.5; tim23-1 inh: -4.3; APJ ag: -2.7; tim10-1 inh: 6.2; UPR XBP1 act: -3.1; CHOP UPR activ: 0.0
Listed for COc1ccc(-n2nnc3c(=O)n(CC(=O)Nc4ccc5c(c4)OCCO5)cnc32)cc1OC = Mdm2 MdmX PPI: 79.9*; NLRP3 yeast inh: -0.7; TIM10 inh: 6.0; GRIN3A LBD mod: 7.0; tim23-1 inh: 7.5; APJ ag: -2.5; tim10-1 inh: 0.5; UPR XBP1 act: 9.5; CHOP UPR activ: 8.0

Following part
canonical_smiles	Mdm2 MdmX PPI	NLRP3 yeast inh	TIM10 inh	GRIN3A LBD mod	tim23-1 inh	APJ ag	tim10-1 inh	UPR XBP1 act	CHOP UPR activ
Cc1cc(C)c2sc(NC(=O)c3ccc(N4C(=O)CCC4=O)cc3)nc2c1	-7.6	2.8	-6.2	-10.3	5.8	-4.2	1.3	1.2	1.5
S=C(NCc1ccccc1)N1CCN(Cc2ccc3c(c2)OCO3)CC1	-26.3	25.6	16.7	-0.8	-21.2	-0.7	6.9	-3.9	-0.9
O=C1c2ccccc2C(Nc2ccc(S(=O)(=O)N3CCOCC3)cc2)N1Cc1ccco1 (stereo unspecified)	3.6	6.8	-10.5	-3.6	3.4	-3.1	-5.4	1.1	1.3
Cc1cccc(NC(=O)c2ccc(OC3CSC3)cc2)c1	-147.3	8.9	-6.1	-6.3	7.6	-3.4	-9.4	-1.7	6.4
Cn1c(C(=O)NCCN2CCc3ccccc3C2)cc2c(=O)[nH]c3ccccc3c21	7.8	6.4	-15.9	2.1	4.1	-2.4	10.1	0.1	0.5
Nc1nc(SCC(=O)Nc2ccccc2Sc2ccc(Cl)cc2)n[nH]1	9.5	17.8	14.5	-4.3	1.4	5.8	3.5	2.5	-1.3
Cc1ccc(S(=O)(=O)N/N=C/c2ccc(O)c(O)c2)cc1[N+](=O)[O-]	-5.2	11.1	4.5	-4.7	-11.1	3.3	12.9	0.9	-0.2
O=C(CSc1nnc(CNc2ccc(F)cc2)o1)N1c2ccccc2Sc2ccccc21	32.2	5.2	36.7	0.8	31.8	0.8	29.0	-2.1	0.6
CCOC(=O)Cn1c(S(=O)(=O)Cc2ccc(F)cc2)nc(-c2ccccc2)c1-c1ccccc1	79.5*	6.3	3.3	-0.1	27.4	-3.0	30.9	0.1	-0.4
S=C(Nc1cccc(Cl)c1Cl)N1CCCC1	2.5	11.6	1.3	-0.8	7.8	1.2	-11.2	-0.9	3.1
COCCCNCCOCCOc1ccc(Cl)cc1Br	22.3	3.7	-33.6	-7.9	11.0	-1.3	3.3	1.3	1.4
CCOC(=O)CN(C(=O)CSc1nnc(-c2cccc(OC)c2)o1)c1ccc(F)cc1	18.4	11.2	32.3	1.6	40.0	-4.0	37.1	-3.2	-1.4
Cc1cccc2cc3ccccc3nc12	23.4	5.5	15.3	-1.3	18.9	-2.5	10.2	-0.9	5.0
COc1ccc(CN(CC(=O)NCc2ccc(F)cc2)C(=O)CCC(=O)Nc2cc(C)ccn2)cc1	16.9	13.8	5.1	0.8	1.3	1.9	-14.3	-4.6	-1.9
O=C1CCCC(O)=C1C=Nc1ccc2c(c1)oc1ccccc12	3.3	23.9	8.4	-1.8	1.1	-2.8	-8.5	4.0	1.8
CCCCCN(C(=O)CCC(=O)OCC(=O)NCc1cccc(OC)c1)c1c(N)n(CCCC)c(=O)[nH]c1=O	-15.5	11.0	19.9	0.8	8.4	6.3	-2.6	0.1	-2.4
Cc1ccc(S(=O)(=O)N2CC=C(c3ccc(F)cc3)CC2)cc1	-17.4	36.5	12.6	3.5	19.6	-0.1	9.3	-1.1	-0.4
COc1ccc(C(=O)N/N=c2\oc3ccccc3cc2C(=O)NCc2ccccc2)cc1	8.1	0.4	5.0	-8.0	1.2	-2.4	13.3	1.2	0.6
CCOC(=O)c1c[nH]n2c(=O)cc(C)nc12	-2.7	-13.6	10.7	0.5	11.6	-1.3	3.7	0.9	2.0
COc1ccccc1-c1cc(C(=O)NCc2ccco2)no1	4.1	26.1	-8.3	-0.8	22.0	-2.5	20.9	5.2	1.3
Cc1cc(C)n(-c2ccc(C(=O)Nc3cccc([N+](=O)[O-])c3)cc2)n1	9.8	-1.4	-1.2	18.6*	6.0	-2.3	13.6	-3.3	0.5
COC(=O)C1=C(CS(=O)(=O)c2ccccc2)NC(=O)NC1c1ccccc1 (stereo unspecified)	22.6	1.8	3.7	1.5	-1.6	-7.7	-0.3	-2.7	2.6
COc1ccccc1CNC(=O)CSC(=S)N1CCCC1	-28.9	19.6	14.0	0.3	16.1	-5.1	4.4	2.7	1.0

Assay outcomes deposited in PubChem BioAssay by Sanford-Burnham Center for Chemical Genomics.
